Screening results deposited in PubChem by Dana-Farber Cancer Institute and Novartis Institutes for BioMedical Research (Cambridge, Mass).
OTUD3 inh – human OTUD3 deubiquitinase inhibition; Q5T2D3; purified OTUD3, Ub-rhodamine fluorescence, 2 h; inhibition, % at 25 µM; 47,000 tested, 0.7% active; AID 1645858
USP8 block – inhibitors of human USP8 deubiquitinase. P40818. purified USP8, Ub-rhodamine cleavage fluorescence, 30 min. inhibition, % at 20 µM. 47,000 tested, 4.2% active. AID 1645853
UCHL1 inh – blocks human UCHL1 ubiquitin-rhodamine cleavage; purified UCHL1, Ub-rhodamine cleavage fluorescence; inhibition, % at 20 µM; AID 1645859; P09936; 47,000 tested, 0.2% active
Target sequence (P09936 whole entry, looked up): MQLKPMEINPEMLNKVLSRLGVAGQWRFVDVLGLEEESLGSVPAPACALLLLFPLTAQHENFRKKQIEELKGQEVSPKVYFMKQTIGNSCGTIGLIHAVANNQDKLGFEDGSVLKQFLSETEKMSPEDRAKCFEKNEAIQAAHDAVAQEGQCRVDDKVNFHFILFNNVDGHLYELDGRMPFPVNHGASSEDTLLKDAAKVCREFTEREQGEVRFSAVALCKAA
USP28 block – inhibitors of human USP28 deubiquitinase | Q96RU2 | AID 1645857 | inhibition, % at 25 µM | 47,000 tested, 3% active | purified USP28, Ub-rhodamine cleavage fluorescence, 30 min
USP7 inh – inhibitors of human USP7 deubiquitinase. 47,000 tested, 0.3% active. purified USP7, Ub-rhodamine cleavage fluorescence. Q93009. inhibition, % at 20 µM
USP17 block – blocks human USP17 ubiquitin-rhodamine cleavage; A8MUK1; purified USP17, Ub-rhodamine cleavage fluorescence, 3 h; inhibition, % at 50 µM; 47,000 tested, 6.5% active
USP30 inh – inhibitors of human USP30 deubiquitinase; Q70CQ3; 47,000 tested, 5.3% active; purified USP30, Ub-rhodamine cleavage fluorescence; inhibition, % at 25 µM; AID 1645860
USP10 block – human USP10 deubiquitinase inhibition; Q14694; purified USP10, Ub-rhodamine fluorescence, 60 min; inhibition, % at 20 µM; 47,000 tested, 1.1% active; AID 1645856
Target sequence (Q14694 whole entry, looked up): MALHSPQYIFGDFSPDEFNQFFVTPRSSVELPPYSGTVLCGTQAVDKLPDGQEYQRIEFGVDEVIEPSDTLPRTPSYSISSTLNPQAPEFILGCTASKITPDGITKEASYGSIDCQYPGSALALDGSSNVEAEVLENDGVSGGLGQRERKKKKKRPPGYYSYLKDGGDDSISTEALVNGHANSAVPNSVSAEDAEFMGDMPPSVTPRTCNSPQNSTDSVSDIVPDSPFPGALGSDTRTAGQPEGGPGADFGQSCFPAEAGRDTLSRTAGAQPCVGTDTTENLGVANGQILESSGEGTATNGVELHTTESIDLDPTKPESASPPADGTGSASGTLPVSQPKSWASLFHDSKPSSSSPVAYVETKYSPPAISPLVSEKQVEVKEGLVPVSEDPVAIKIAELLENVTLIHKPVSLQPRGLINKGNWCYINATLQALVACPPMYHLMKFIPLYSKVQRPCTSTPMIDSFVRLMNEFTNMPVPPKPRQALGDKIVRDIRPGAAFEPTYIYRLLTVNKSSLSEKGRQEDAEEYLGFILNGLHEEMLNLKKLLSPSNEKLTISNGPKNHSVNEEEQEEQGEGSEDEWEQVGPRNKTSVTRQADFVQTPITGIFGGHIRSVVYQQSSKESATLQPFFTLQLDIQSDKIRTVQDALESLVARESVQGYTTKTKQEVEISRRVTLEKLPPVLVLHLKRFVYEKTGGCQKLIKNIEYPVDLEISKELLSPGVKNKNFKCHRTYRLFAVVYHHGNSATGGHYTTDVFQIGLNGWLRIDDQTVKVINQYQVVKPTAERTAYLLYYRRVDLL
Starred values were filed as active, the others as inactive. Cut-off read from the data, not from the text of the source: active = inhibition above about 30%; inactive = the rest.

Screening Cc1ncccc1O[C@@H]1CC[C@@H]2CN(S(=O)(=O)c3cnc[nH]3)C[C@@H]21 returned OTUD3 inh 6, USP8 block 2, UCHL1 inh 2, USP28 block -2, USP7 inh 6, USP17 block 1, USP30 inh 11 and USP10 block -1.
CC(C)C(=O)N[C@@H]1C[C@@H](Oc2ccccc2)[C@H](O)[C@H]1N1CCOCC1 was read as OTUD3 inh 7, USP8 block 14, UCHL1 inh -1, USP28 block 3, USP7 inh 5, USP17 block 0, USP30 inh 3 and USP10 block 2.
For CN(C(=O)CN1C(=O)NC(Cc2ccccc2)(c2ccccc2)C1=O)c1ccccc1 (stereo not drawn) the results were OTUD3 inh 1, USP8 block -1, UCHL1 inh -1, USP28 block -9, USP7 inh -9, USP17 block 1, USP30 inh -1 and USP10 block 2.
`Cc1ccc2[nH]c(=O)c(-c3nc4ccc(C)cn4c3NCc3ccc4c(c3)OCO4)cc2c1` gave OTUD3 inh -30, USP8 block 28, UCHL1 inh 1, USP28 block -33, USP7 inh 9, USP17 block -22, USP30 inh -118 and USP10 block -6.
Screening O=C(Nc1cnc(N2CCCC2)nc1)Nc1ccccc1Cl returned OTUD3 inh 16, USP8 block 8, UCHL1 inh 2, USP28 block 10, USP7 inh 2, USP17 block 0, USP30 inh 9 and USP10 block 10.
For C[C@@H]1OC2=C(C(=O)c3cccc(O)c3C2=O)[C@H](O)[C@@H]1O the results were OTUD3 inh 67*, USP8 block 63*, UCHL1 inh 32*, USP28 block 71*, USP7 inh -116, USP17 block 80*, USP30 inh 6 and USP10 block 49*.
`O=C(c1cnc2c(c1)c(-c1ccccc1)nn2CCO)c1ccccc1O` gave OTUD3 inh -5, USP8 block -17, UCHL1 inh 1, USP28 block 6, USP7 inh -13, USP17 block -10, USP30 inh -7 and USP10 block -2.
For COc1ccccc1C1NC2=NCN(C(C)C)CN2c2nc3ccccc3n21 (stereo not drawn) the results were OTUD3 inh 5, USP8 block 14, UCHL1 inh 1, USP28 block 3, USP7 inh -2, USP17 block 8, USP30 inh 19 and USP10 block 1.
Cc1cnc(C(=O)N2CCCC(c3ncc(Cc4ccccc4F)o3)C2)cn1 (stereo not drawn) was read as OTUD3 inh 6, USP8 block 8, UCHL1 inh 2, USP28 block 7, USP7 inh 2, USP17 block 1, USP30 inh 17 and USP10 block 1.
For O=C(NCc1ccc2c(c1)OCO2)c1c(-c2ccccc2)nnc2ccccc12 the results were OTUD3 inh -22, USP8 block -73, UCHL1 inh -10, USP28 block -39, USP7 inh -15, USP17 block -34, USP30 inh -105 and USP10 block -11.
`O=c1c2c(-c3ccc(Cl)cc3)csc2ncn1Cc1ccco1` gave OTUD3 inh -5, USP8 block -16, UCHL1 inh 4, USP28 block 1, USP7 inh -17, USP17 block 0, USP30 inh -2 and USP10 block 6.
Screening O=C(Nc1ccccc1SCc1noc(-c2cccs2)n1)c1cccc(C(F)(F)F)c1 returned OTUD3 inh 5, USP8 block 5, UCHL1 inh -1, USP28 block 1, USP7 inh 2, USP17 block 25, USP30 inh 8 and USP10 block 2.
O=C(Nc1ccc(Cl)cc1)Nc1cccn2ncnc12 was read as OTUD3 inh 7, USP8 block 9, UCHL1 inh 5, USP28 block 39*, USP7 inh 4, USP17 block 16, USP30 inh 52* and USP10 block 0.
COc1ccccc1NS(=O)(=O)c1ccc2oc(SCC(=O)N3CCc4ccccc4C3)nc2c1 was read as OTUD3 inh 15, USP8 block 20, UCHL1 inh 6, USP28 block 7, USP7 inh 8, USP17 block 22, USP30 inh 25 and USP10 block 13.
CS(=O)(=O)c1ccc(NCCCn2ccnc2)c(F)c1 was read as OTUD3 inh 3, USP8 block 15, UCHL1 inh 1, USP28 block 4, USP7 inh 3, USP17 block 7, USP30 inh 2 and USP10 block -3.

Reprinted from above, 6 compounds:
For O=C(NCc1ccc2c(c1)OCO2)c1c(-c2ccccc2)nnc2ccccc12 the results were OTUD3 inh -22, USP8 block -73, UCHL1 inh -10, USP28 block -39, USP7 inh -15, USP17 block -34, USP30 inh -105 and USP10 block -11.
`O=c1c2c(-c3ccc(Cl)cc3)csc2ncn1Cc1ccco1` gave OTUD3 inh -5, USP8 block -16, UCHL1 inh 4, USP28 block 1, USP7 inh -17, USP17 block 0, USP30 inh -2 and USP10 block 6.
Screening O=C(Nc1ccccc1SCc1noc(-c2cccs2)n1)c1cccc(C(F)(F)F)c1 returned OTUD3 inh 5, USP8 block 5, UCHL1 inh -1, USP28 block 1, USP7 inh 2, USP17 block 25, USP30 inh 8 and USP10 block 2.
O=C(Nc1ccc(Cl)cc1)Nc1cccn2ncnc12 was read as OTUD3 inh 7, USP8 block 9, UCHL1 inh 5, USP28 block 39*, USP7 inh 4, USP17 block 16, USP30 inh 52* and USP10 block 0.
COc1ccccc1NS(=O)(=O)c1ccc2oc(SCC(=O)N3CCc4ccccc4C3)nc2c1 was read as OTUD3 inh 15, USP8 block 20, UCHL1 inh 6, USP28 block 7, USP7 inh 8, USP17 block 22, USP30 inh 25 and USP10 block 13.
CS(=O)(=O)c1ccc(NCCCn2ccnc2)c(F)c1 was read as OTUD3 inh 3, USP8 block 15, UCHL1 inh 1, USP28 block 4, USP7 inh 3, USP17 block 7, USP30 inh 2 and USP10 block -3.

More structures:
Screening Cc1ccc(-c2nc(NC(=O)Nc3ccc(Cl)cc3)sc2C)cc1 returned OTUD3 inh 0, USP8 block 10, UCHL1 inh 0, USP28 block 0, USP17 block 60*, USP30 inh 15 and USP10 block 15.
`CC1=C(C(=O)c2ccc(Cl)cc2)C(c2ccc(C(C)C)cc2)NC(=O)N1` (stereo not drawn) gave OTUD3 inh -20, USP8 block 73*, UCHL1 inh -2, USP28 block 0, USP7 inh -36, USP17 block 32*, USP30 inh -106 and USP10 block -5.
Cc1cn2nc(N3CCC(C4CCCCCN4S(C)(=O)=O)CC3)sc2n1 (stereo not drawn) was read as OTUD3 inh 0, USP8 block -5, UCHL1 inh -3, USP28 block -5, USP7 inh -60, USP17 block -3, USP30 inh 0 and USP10 block 4.
CC(=O)NC(Cc1ccccc1C)C(=O)NC1CCN(C(=O)C2CCCCC2)CC1 (stereo not drawn) was read as OTUD3 inh 1, USP8 block 2, UCHL1 inh -3, USP28 block -6, USP7 inh -12, USP17 block -13, USP30 inh 1 and USP10 block -2.
For O=C(NC1CCCC1)C(c1ccc(N2CCOCC2)cc1)N(C(=O)c1ccco1)c1cccc(F)c1 (stereo not drawn) the results were OTUD3 inh -3, USP8 block -12, UCHL1 inh -2, USP28 block 18, USP7 inh 3, USP17 block -5, USP30 inh 6 and USP10 block 0.
CC(=O)Nc1ccc([C@H]2OCC(=O)N(C3CCOCC3)[C@@H]2CO)cc1 was read as OTUD3 inh 5, USP8 block 9, UCHL1 inh 6, USP28 block 3, USP7 inh 4, USP17 block 24, USP30 inh 51* and USP10 block -2.
For COc1ccccc1CNC(=O)c1nc(-c2ccc3[nH]ccc3c2)no1 the results were OTUD3 inh 2, USP8 block 10, UCHL1 inh 0, USP28 block 2, USP7 inh -3, USP17 block 25, USP30 inh -14 and USP10 block -2.
`O=C1N(c2cccnc2)C(=O)C2(Cc3ccccc3)CCN(Cc3ccccc3)CCN12` (stereo not drawn) gave OTUD3 inh 2, USP8 block -1, UCHL1 inh 1, USP28 block -1, USP7 inh 3, USP17 block -3, USP30 inh 6 and USP10 block 3.
Cc1nc(N2CCCCC2)ncc1-c1cc(=O)[nH]c(N2CCC(C)CC2)n1 was read as OTUD3 inh 9, USP8 block 6, UCHL1 inh -1, USP28 block -4, USP7 inh 2, USP17 block 1, USP30 inh 6 and USP10 block 4.
`O=C(CCc1nc2cccnc2n1Cc1ccccc1)NCCc1ccc(Cl)cc1` gave OTUD3 inh -15, USP8 block -7, UCHL1 inh -5, USP28 block -11, USP7 inh -28, USP17 block -7, USP30 inh -20 and USP10 block -2.
Cc1nn(-c2ccccc2)c2[nH]c(=O)c(CNC(C)c3cccs3)cc12 (stereo not drawn) was read as OTUD3 inh 7, USP8 block 30*, UCHL1 inh 2, USP28 block 0, USP7 inh 11, USP17 block 15, USP30 inh 11 and USP10 block 6.
Screening Cc1c(S(=O)(=O)NCCc2ccccc2)cc(C(=O)N2CCCCC2)n1C returned OTUD3 inh 12, USP8 block 26, UCHL1 inh 0, USP28 block 3, USP7 inh 0, USP17 block 11, USP30 inh 24 and USP10 block 0.
For O=C(Nc1ccccc1)c1cccnc1Nc1ccc([N+](=O)[O-])cc1 the results were OTUD3 inh -156, USP8 block -176, UCHL1 inh -165, USP28 block -185, USP7 inh -124, USP17 block -129, USP30 inh inactive and USP10 block -10.
CCCOc1ccc(C(=O)Nc2ccc(C)c(S(=O)(=O)Nc3ccc(C)cc3C)c2)cc1OCC was read as OTUD3 inh -26, USP8 block -1, UCHL1 inh 1, USP28 block -8, USP7 inh 1, USP17 block 0, USP30 inh -68 and USP10 block -6.
Screening CCn1cc(-c2nc(C)c(C(=O)NCc3ccncc3)s2)c2cccnc21 returned OTUD3 inh -1, USP8 block -3, UCHL1 inh 2, USP28 block -13, USP7 inh 1, USP17 block -23, USP30 inh -48 and USP10 block 3.
`Cc1cc(C(=O)N2C[C@H]3C[C@H]4[C@](C2)(CN(Cc2ccccc2)S4(=O)=O)O3)no1` gave OTUD3 inh 12, USP8 block -3, UCHL1 inh 2, USP28 block 13, USP7 inh 5, USP17 block 2, USP30 inh 11 and USP10 block 0.
CCCCCn1c(=O)c2sccc2n2c(CCC(=O)NC3CCCCCC3)nnc12 was read as OTUD3 inh 10, USP8 block 20, UCHL1 inh 2, USP28 block 13, USP7 inh -32, USP17 block 35*, USP30 inh 27 and USP10 block 0.
For Cc1oc(C2CCC2)nc1C(=O)NCc1ccc2c(c1)OCO2 the results were OTUD3 inh 6, USP8 block 3, UCHL1 inh -1, USP28 block 11, USP7 inh -1, USP17 block 6, USP30 inh -2 and USP10 block 2.
For O=C(CCN1C(=O)c2cccnc2Sc2ccccc21)Nc1cc(F)ccc1F the results were OTUD3 inh 9, USP8 block 16, UCHL1 inh 4, USP28 block 11, USP7 inh 4, USP17 block 4, USP30 inh 15 and USP10 block -1.
`O=C(Cc1ccccc1)NCC(c1ccc(Cl)cc1)N1CCOCC1` (stereo not drawn) gave OTUD3 inh 6, USP8 block 0, UCHL1 inh 0, USP28 block 5, USP7 inh -3, USP17 block -2, USP30 inh 13 and USP10 block -1.
Cn1nccc1CN1CCC2(C/C=C/CNC(=O)c3ccccc3OCCNC2=O)CC1 was read as OTUD3 inh 1, USP8 block 0, UCHL1 inh -4, USP28 block -2, USP7 inh -4, USP17 block 5, USP30 inh 1 and USP10 block 0.
Screening CCn1c(=O)c(CCC(=O)N2CCN(c3ccccc3)CC2)c(C)c2c(C)nn(-c3cccc(C)c3)c21 returned OTUD3 inh -4, USP8 block -49, UCHL1 inh 1, USP28 block 1, USP7 inh 0, USP17 block 0, USP30 inh 0 and USP10 block 0.
For O=C(NCc1ccccc1Cn1cccn1)c1ccc2ccccc2n1 the results were OTUD3 inh 11, USP8 block -2, UCHL1 inh 0, USP28 block 6, USP7 inh 1, USP17 block 1, USP30 inh -3 and USP10 block 2.
Screening COCC1CN(C(=O)N(C)C)Cc2c1cnn2CC1CC1 (stereo not drawn) returned OTUD3 inh 10, USP8 block -108, UCHL1 inh -1, USP28 block 6, USP7 inh 0, USP17 block -9, USP30 inh 11 and USP10 block -2.
For Cc1cccc(-n2nc3c(c2NC(=O)c2ccc(C(F)(F)F)cc2)CS(=O)(=O)C3)c1 the results were OTUD3 inh -2, USP8 block -14, UCHL1 inh 0, USP28 block -2, USP7 inh -2, USP17 block -2, USP30 inh 6 and USP10 block 12.
`Cn1cnc(CNC(=O)N[C@H]2C[C@H]3CN(Cc4ccccc4)Cc4ccccc4CN3C2)c1` gave OTUD3 inh -46, USP8 block -16, UCHL1 inh -11, USP28 block -44, USP7 inh -13, USP17 block -44, USP30 inh -162 and USP10 block -2.
Screening COc1ccc(NC(=O)c2cc(-c3cccnc3)n[nH]2)cc1Cl returned OTUD3 inh 9, USP8 block 65*, UCHL1 inh 2, USP28 block 91*, USP7 inh 2, USP17 block 44*, USP30 inh 94* and USP10 block 9.
`CC(=O)c1ccc(Oc2ccc([N+](=O)[O-])c(Oc3ccc(C(C)=O)cc3)n2)cc1` gave OTUD3 inh 5, USP8 block -107, UCHL1 inh 1, USP28 block -10, USP7 inh -3, USP17 block -5, USP30 inh 21 and USP10 block 5.
CC(C)c1nc2c(NC(=O)Cc3ccccc3F)cccn2n1 was read as OTUD3 inh 16, USP8 block 18, UCHL1 inh 2, USP28 block 11, USP7 inh 2, USP17 block 11, USP30 inh 7 and USP10 block 0.
`Cc1cc(C2CCCN2C(=O)Nc2ccc(Cl)cc2)no1` (stereo not drawn) gave OTUD3 inh 3, USP8 block 4, UCHL1 inh 2, USP28 block -1, USP7 inh -4, USP17 block 3, USP30 inh 11 and USP10 block -1.
